# Screens from PubChem.
# MT stabilizer – stabilizes microtubules in HeLa cells | AID 2205 | % tubulin-high responders, % at 10 µM | HeLa tubulin immunostaining HCS, 24 h; share of cells brighter than vehicle mean+2SD | 200,000 compounds, 0.83% hits;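 active = plate Z-score above 3 for both tubulin-high and condensed-nucleus cell shares, with cell loss under 80%, at 10 µM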;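 also: anti alpha tubulin signal scored within the nucleus-defined area of each cell; some results filed as inactive read as strong as hits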
# P. falciparum M17LAP – P. falciparum M17LAP inhibitors, primary screen, biochemical, fluorogenic H-Leu-NHMec substrate, 1536-well (AID 1619). recombinant M17LAP, H-Leu-NHMec fluorogenic kinetic assay; higher % means a stronger effect. one-dose inhibition, % at 30 µM; IC50 in µM for titrated hits. 220,000 compounds, 0.38% hits;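 active = compound inhibiting the enzyme by more than half at any dose during confirmatory dose-response retesting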;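 also: plate controls were full reaction with DMSO carrier for no effect and no enzyme background for full effect; strong numbers were not always called active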
# Autophagy mod – autophagy modulation, high-content screen; MEF GFP-LC3 puncta imaging; test concentration mostly 10 µM; AID 463193; calls only at 10 µM (by protocol); 190,000 compounds, 0.98% hits;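 active = percentage of spot-positive cells more than 3 SD above its plate mean, without a fluorescence outlier flag or 80% toxicity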;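 also: spot-positive cell cutoff set from DMSO-treated cells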
# b-catenin transl – alters nuclear translocation of beta-catenin in HeLa cells; AID 1665; immunofluorescence imaging; 190,000 compounds, 0.3% hits; nuclear translocation activity, % at 5 µM;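 active = nuclear translocation activity above 50% at 5 µM, with a well cell count of 50 or more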;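 also: per-cell ratio of nuclear to cytoplasmic median beta-catenin stain intensity; plate controls were DMSO negative control for no effect and GSK-3 inhibitor IX positive control for full effect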
#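 Technique: fluorescence imaging of beta-catenin antibody stain plus DAPI / Material: human HeLa cell line / Incubation: compound treatment 24 h, 37°C, 5% CO2 / Read-out basis: % activation of per-cell nuclear versus cytoplasmic median beta-catenin signal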
# T cell HTS – modulates CD8 T cell binding to vesicles; 2C CD8+ T cell-vesicle binding, flow cytometry; stronger effect = lower value; calls only at 7 µM; 330,000 compounds, 0.068% hits; AID 2052;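 active = response, share of CD8 T cells binding vesicles, and their 90th percentile fluorescence all below set limits, cut at about 80% in these data, passing the limit was not always enough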
#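 Assay system: 2C TCR transgenic mouse naive CD8+ T cells, MACS-purified | Read-out: CD8+ gate FL2 mean fluorescence as % of same-row positive control | Signal: High-throughput flow cytometry with anti-B7-1 and anti-CD8 staining | Timing: Binding step 1.5 h, 37 °C, antibody labelling 20 min, ice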
# Yfh1-depleted yeast – mitochondrial function rescue without frataxin homolog – Friedreich's ataxia, plus single-dose screen, dose response (AID 1465). S. cerevisiae Yfh1-off respiration, WST-1 reduction, 72 h; higher fold induction means a stronger effect. fold induction at 50 µM, or EC50 in µM where a hit was titrated. 220,000 compounds, 0.074% hits;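 active = fold induction of absorbance versus untreated yeast above a set limit, then at least 30% activation at any dose in follow-up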;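 also: activators that raise dye reduction in frataxin-depleted yeast; strong numbers were not always called active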
# Dynein cargo inh – dynein cargo transport inhibition; AID 1381; 220,000 compounds, 0.47% hits; z-score, hits read low; 3617.4 mouse cells, GR-EGFP nuclear translocation imaging; test concentration mostly 20 µM; stimulated with dexamethasone, 1 µM; stronger effect = lower value;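 active = plate z-score of nuclear minus cytoplasmic receptor signal below a set negative limit, without overly bright fluorescence or cell loss, cut at about -3.5 in these data, passing the limit was not always enough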;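 also: z-score of nuclear minus cytoplasmic ring GR-EGFP intensity difference per well; some compounds called inactive have numbers as strong as hits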
#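 medium = tetracycline-free induction medium containing charcoal-stripped FBS | also added = 1.0 µM final dexamethasone stimulus | schedule = 48 h induction, 1 h compound, 30 min dex at 37 °C | technique = fixed, Hoechst-stained cells imaged at 10x for EGFP | measure = GR-EGFP nuclear translocation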
# WT yeast gro inh – growth inhibition of WT yeast, mitochondrial fusion screen; mitochondrial fusion phenotypic screen, WT strain; inhibition, % at 10 µM; 190,000 compounds, 2.1% hits; AID 1362; in the data active = inhibition above about 58%; tested in S. cerevisiae
# M1AAP inhibition – malaria alanyl aminopeptidase activity blockers – biochemical, fluorogenic H-Leu-NHMec substrate, 1536-well (AID 1445); recombinant M1AAP, H-Leu-NHMec fluorogenic kinetic assay; higher % means a stronger effect; inhibition, % at 30 µM, or IC50 in µM where a hit was titrated; 220,000 compounds, 0.42% hits;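 active = primary inhibition above the hit cutoff, then over 50% inhibition at one or more dose response concentrations, cut at about 23% in these data, passing the limit was not always enough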;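 also: plate controls were DMSO full reaction for no effect and no enzyme background for full effect; strong numbers were not always called active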
# WT yeast gro inh mutant strain – second read-out of WT yeast gro inh, no call of its own (marks repeat the call); inhibition, %; mitochondrial fusion phenotypic screen, mutant strain inhibition
# Dynein cargo inh cytoplasmic EGFP – further read-out of Dynein cargo inh, marked with its call; z-score; measured here: cytoplasmic GR-EGFP intensity; stronger effect = higher value
# Dynein cargo inh nuclear GR-EGFP – recorded beside Dynein cargo inh, whose call it bears; z-score; measured here: nuclear GR-EGFP intensity;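 lower value marks the stronger effect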
# Dynein cargo inh cell count – also measured in Dynein cargo inh; calls as there; z-score; measured here: cell count per field
# b-catenin transl cell count 5 µM – further read-out of b-catenin transl, marked with its call; cell count; measured here: cell count, cytotoxicity flag
# T cell HTS vesicle-bound % – further read-out of T cell HTS, marked with its call; double positive events, %; measured here: CD8+ vesicle-bound cell fraction;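 binding gate set so that unloaded-vesicle control wells show 10% double positive cells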
# MT stabilizer Hoechst-high % – recorded beside MT stabilizer, whose call it bears; % Hoechst-high responders; measured here: nuclear condensation Hoechst responders;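 share of cells brighter than vehicle mean plus two SD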
# MT stabilizer cytotoxicity % – second read-out of MT stabilizer, no call of its own (marks repeat the call); toxicity, %; measured here: cytotoxicity by cell density;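 0% = mean cell density of plate MIN control wells and 100% = no cells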
# Autophagy mod cell loss 18 h – also measured in Autophagy mod; calls as there; toxicity, %; measured here: cell loss, nuclei count;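 cell loss after 18 h compound exposure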
# Active calls of the source: *; i = inactive; . = no result given.
SMILES,MT stabilizer,MT stabilizer Hoechst-high %,MT stabilizer cytotoxicity %,P. falciparum M17LAP,Autophagy mod,Autophagy mod cell loss 18 h,b-catenin transl,b-catenin transl cell count 5 µM,T cell HTS,T cell HTS vesicle-bound %,Yfh1-depleted yeast,Dynein cargo inh,Dynein cargo inh cytoplasmic EGFP,Dynein cargo inh nuclear GR-EGFP,Dynein cargo inh cell count,WT yeast gro inh,WT yeast gro inh mutant strain,M1AAP inhibition
Cn1c2c(c(=O)n(C)c1=O)CN(CCCN1CCOCC1)CN2,9.5,2.2,96,-18%,i,-2,.,.,i,20,i,-0.25,-0.26,0.15,2.3,-13,-8,-5%
CCCCC(=O)Nc1cccc(NC(=O)c2cccc(Br)c2)c1,1.3,1.5,3.8,2%,i,-48,0.1,861,i,28,i,0.77,-0.26,0.57,0.025,13,7,11%
CC(C)=N/N=c1\scc(C)n1Cc1ccco1,2.4,1.8,0.6,-8%,i,-6,-3.7,1100,i,2,i,-1.4,-0.23,-0.75,2.2,6,5,6%
CCOc1ccc(NC(=O)Cn2sc3nc(C)cc(C)c3c2=O)cc1,.,.,.,-1%,.,.,0.7,1297,i,14,i,-0.12,1.1,0.33,-1.4,.,.,5%
COc1ccc(C(=O)C(CN2CCOCC2)c2ccccc2)cc1F (stereo unspecified),4.2,3.0,4.0,6%,i,-13,1.8,947,.,.,i,-4*,0.47*,-1.6*,-0.55*,61*,60*,-8%
Cc1c(C(=O)Nc2cccc(N(C)S(C)(=O)=O)c2)cccc1[N+](=O)[O-],2.8,1.8,3.2,-3%,i,15,0.0,1182,i,42,i,1.2,-0.2,0.77,-0.39,-8,-7,1%
C=C(C)CSc1nnc(-c2cccc(S(=O)(=O)N(C)C)c2)n1-c1cc(OC)ccc1OC,4.0,2.7,8.7,-6%,i,0,-1.0,1047,i,29,i,-0.36,-0.24,-0.24,0.18,14,16,-3%
CCOc1ccc(NC(=O)C2CCN(S(=O)(=O)c3cccnc3)CC2)cc1,1.5,1.0,4.6,4%,i,-8,.,.,i,5,i,-0.66,-0.31,-0.12,0.72,3,9,4%
CC1CCCC(NC(=O)COC(=O)c2ccc(S(=O)(=O)N3CCOCC3)cc2)C1C (stereo unspecified),3.0,3.4,9.4,-2%,i,1,-2.4,906,i,49,i,0.9,-0.043,0.81,-1,5,-17,-11%
COc1cc(C(=O)OCC(=O)N2CCCCC2C)cc(NC(=O)c2cccs2)c1OC (stereo unspecified),3.0,3.3,10,-4%,i,-3,-0.8,1177,i,53,i,0.39,-0.13,0.59,-0.85,1,13,7%
COc1ccc(CCNC(=O)C/C(C)=N/NC(=O)c2ccc(N)cc2)cc1OC,2.9,1.6,9.3,21%,i,-21,-0.8,1135,i,14,i,-0.38,-0.19,0.26,-0.098,1,0,1%
Cc1ccc2c(c1)NC(=O)C(CC(=O)N(C)Cc1ccccc1)O2 (stereo unspecified),4.6,1.2,9.8,9%,i,0,.,.,i,64,i,1.3,-0.1,0.92,-0.61,3,-6,5%
CCc1ccc(N2CCN(C(=O)N3CCOCC3)CC2)cc1,3.2,2.3,6.4,0%,i,11,0.3,1537,i,54,i,-0.25,-0.34,0.34,0.88,-2,5,4%
COc1ccc(-c2ccc(Nc3ccc(C(=O)N4CCOCC4)cc3)nn2)cc1OC,3.0,1.9,4.5,44%,i,-1,0.0,606,i,40,i,1.9,-0.1,0.92,-2,0,11,8%
CC1Cc2ccccc2N1C(=S)Nc1cccc(S(=O)(=O)N(C)C)c1 (stereo unspecified),0.9,1.1,4.0,7%,i,14,-0.3,1064,i,7,i,-0.71,-0.21,-0.8,0.74,3,-16,8%
CCCCCC(=O)N(CN1C(=O)CCC1=O)c1ccccc1,1.4,2.3,8.2,-1%,i,4,1.6,1041,i,8,i,-0.3,-0.21,0.41,-1.1,4,8,0%
OC(COc1ccc2c(c1)CCC2)CN1CCN(c2ccccc2F)CC1 (stereo unspecified),2.1,2.7,15,-9%,i,-1,1.2,997,i,17,i,-0.065,-0.23,0.25,0.023,-10,-2,-1%
Cn1c(=O)c2c(nc(N3CCN(Cc4ccccc4)CC3)n2CCCc2ccccc2)n(C)c1=O,4.4,3.3,4.5,3%,i,2,-4.2,893,i,59,i,-0.017,-0.21,0.25,-0.15,12,4,-5%
C[C@H](CS)C(=O)N1CCC[C@H]1C(=O)O,2.7,2.5,13,1%,i,3,.,.,i,33,i,-0.11,-0.27,0.42,0.64,-11,-6,10%
Cc1cc(C)n(-c2nc3ccccc3nc2N2CCCCCC2)n1,4.3,1.9,11,-2%,i,2,.,.,i,31,i,-0.97,0.98,-0.069,0.73,10,2,6%

# An excerpt from above in order of molar mass, low to high:
SMILES,MT stabilizer,MT stabilizer Hoechst-high %,MT stabilizer cytotoxicity %,P. falciparum M17LAP,Autophagy mod,Autophagy mod cell loss 18 h,b-catenin transl,b-catenin transl cell count 5 µM,T cell HTS,T cell HTS vesicle-bound %,Yfh1-depleted yeast,Dynein cargo inh,Dynein cargo inh cytoplasmic EGFP,Dynein cargo inh nuclear GR-EGFP,Dynein cargo inh cell count,WT yeast gro inh,WT yeast gro inh mutant strain,M1AAP inhibition
CC(C)=N/N=c1\scc(C)n1Cc1ccco1,2.4,1.8,0.6,-8%,i,-6,-3.7,1100,i,2,i,-1.4,-0.23,-0.75,2.2,6,5,6%
Cc1ccc2c(c1)NC(=O)C(CC(=O)N(C)Cc1ccccc1)O2 (stereo unspecified),4.6,1.2,9.8,9%,i,0,.,.,i,64,i,1.3,-0.1,0.92,-0.61,3,-6,5%
CCOc1ccc(NC(=O)Cn2sc3nc(C)cc(C)c3c2=O)cc1,.,.,.,-1%,.,.,0.7,1297,i,14,i,-0.12,1.1,0.33,-1.4,.,.,5%

# (cont.)
SMILES,MT stabilizer,MT stabilizer Hoechst-high %,MT stabilizer cytotoxicity %,P. falciparum M17LAP,Autophagy mod,Autophagy mod cell loss 18 h,b-catenin transl,b-catenin transl cell count 5 µM,T cell HTS,T cell HTS vesicle-bound %,Yfh1-depleted yeast,Dynein cargo inh,Dynein cargo inh cytoplasmic EGFP,Dynein cargo inh nuclear GR-EGFP,Dynein cargo inh cell count,WT yeast gro inh,WT yeast gro inh mutant strain,M1AAP inhibition
CC(C)C[C@H](NC(=O)CCCn1nnc2ccccc2c1=O)C(=O)O,.,.,.,-5%,.,.,-0.9,1270,i,56,i,0.29,-0.28,0.81,-0.24,.,.,7%
CNC(=O)c1cn(-c2ccc(Cl)cc2)c(=O)c2ccccc12,2.6,2.3,3.7,4%,i,-3,0.2,1056,i,44,i,-0.63,-0.35,0.0059,0.33,22,12,4%
O=C(CCl)NC(=O)NC12CC3CC(CC(C3)C1)C2,2.7,2.8,5.0,4%,i,2,0.8,990,i,30,i,-3.4,0.87,-2.3,0.26,-21,-12,4%
O=C1OC(/C(=C\Nc2ccccc2)[N+](=O)[O-])c2ccccc21 (stereo unspecified),.,.,.,-5%,.,.,0.5,1307,i,32,i,0.57,-0.29,0.93,-0.63,.,.,7%
CC1=C/C(=N\S(=O)(=O)c2ccccc2)C(C(C)C)=CC1=O,5.6,2.5,3.7,4%,i,12,-5.3,1142,i,45,i,-0.71,-0.31,0.21,-0.22,2,9,7%
O=C(NC(=S)N1CCN(C/C=C/c2ccccc2)CC1)c1cccnc1,.,.,.,-2%,.,.,-1.3,1324,i,26,i,-0.078,-0.21,0.55,-0.69,.,.,-4%
O=C(Cn1nc2ccccc2n1)N/N=C/c1ccc(F)cc1,.,.,.,-8%,.,.,0.2,1297,i,38,i,0.1,-0.14,0.47,-0.051,.,.,1%
COc1ccc([N+](=O)[O-])cc1NC(=O)Cn1ccc(C(F)(F)F)n1,1.3,1.5,1.5,2%,i,8,-1.0,1040,i,33,i,-0.92,-0.31,0.23,0.2,13,4,5%
CCCCOC(=O)NCN1C(=O)C2C3C=CC(C3)C2C1=O (stereo unspecified),2.9,2.0,10,-4%,i,2,.,.,i,30,i,-0.014,-0.24,0.49,1.6,1,11,0%
COCc1cccc(NC(=O)Cc2cccc3ccccc23)c1,5.1,1.3,3.5,0%,i,3,3.2,937,i,55,i,0.13,-0.25,-0.022,0.33,-12,-7,-6%
CCN(CC)C(=O)CSc1nc(O)cc(=O)n1-c1ccccc1OC,3.5,2.5,9.4,.,i,3,.,.,i,18,i,-0.88,-0.45,-0.68,0.54,.,.,.
COc1ccc(CN(C(=O)Cn2nnc3ccccc32)C(C(=O)NC(C)(C)C)c2ccco2)cc1 (stereo unspecified),5.7,2.6,7.1,-9%,i,-17,-5.1,1071,i,24,i,1.9,-0.17,1.1,-1.4,-3,6,-1%
Cc1ccc(CC(NC(=O)c2ccccc2)C(=O)NC(Cc2ccccc2)C(=O)O)cc1 (stereo unspecified),4.6,1.8,1.7,47%,i,6,-2.3,1111,i,66,i,-0.29,-0.17,-0.12,0.41,1,-24,5%
O=C(CSC1=NC(=O)C(c2ccccc2)C(=O)N1)Nc1ccccc1[N+](=O)[O-] (stereo unspecified),4.5,2.8,6.4,7%,i,34,0.2,1033,i,55,i,-1.1,-0.23,-0.15,0.54,3,-3,4%
CCCNc1cc(=S)nc(N)[nH]1,.,.,.,2%,.,.,-1.1,1388,i,37,i,-0.39,-0.24,-0.096,0.69,.,.,1%
